# From PubChem BioAssay
# Rab7 wt modul = alters GTP binding to wildtype dog Rab7. GST-Rab7 beads, fluorescent GTP binding, flow cytometry; actives lie on both sides; untreated = 100%, excess cold GTP = 0%. GTP binding activity (percent of control), % at 10 µM. 0.055% of 190,000 active. AID 758;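 active = fluorescent GTP binding to Rab7 beads changed by at least 20 points from the 100% baseline, either direction, mostly lower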;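 note: median green fluorescence of bound Bodipy-FL-GTP per Rab7 bead population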
# Rab2A wt mod = changes GTP binding to wildtype dog Rab2A, up or down; GST-Rab2 wt beads, Bodipy-GTP binding, flow cytometry; GTP binding activity, % at 10 µM; 0.19% of 190,000 active;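 active = GTP binding activity at least 20 points away from 100%, either lowered or raised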;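 note: 0% = beads with excess unlabeled GTP and 100% = no-compound control corrected for plate trend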
# Cdc42 wt = changes GTP binding to wildtype human Cdc42 | GST-Cdc42 beads, Bodipy-GTP binding, flow cytometry; actives lie on both sides | percent activity (GTP binding), % at 10 µM | 0.2% of 190,000 active | AID 761;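 active = percent activity GTP binding at least 20 points away from the 100% baseline, either down as inhibitor or up as activator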;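 note: median bead fluorescence of bound Bodipy-FL-GTP at 100 nM; 0% = excess unlabeled GTP control and 100% = no compound control; below 100% means less GTP binding so inhibitor and above means activator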
# Rac1 act GTP bind = modulators of GTP binding to human Rac1 activated mutant; percent activity (GTP binding), % at 10 µM; GST-Rac1 activated beads, fluorescent GTP binding, flow cytometry; actives lie on both sides; 100% means binding = to untreated wells; P63000; 0.11% of 190,000 active; AID 764;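 active = GTP binding at least 20 percentage points away from the 100% baseline, in either direction, so actives lie on both sides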
# GSH fluor = compound fluoresces at 488/530 nm on GSH beads; fluorescence (KMESF) at 10 µM; AID 1776; 0.25% of 190,000 active; GSH beads flow cytometry, compound fluorescence 488/530 nm; hits give high values; in the data active = fluorescence above about 89;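 note: glutathione beads carrying GST-tagged Bcl family fusion proteins plus one bare bead set; values are compound well signal with DMSO vehicle wells as background; inactives centre near 16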
# Pf gametocyte = inhibitors of late stage P. falciparum gametocyte viability; P. falciparum stage V gametocytes, ATP luminescence, 24 h; inhibition, % at 10.9 µM; 0.065% of 150,000 active; AID 743093;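 active = inhibition above the mean plus 3 SD of compounds within the control limits, set per campaign, cut at about 38% in these data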;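 note: 0% = DMSO wells and 100% = medium only without gametocytes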
# ABCB1 block = inhibitors of human ABCB1 transporter, ABCG2 counter-screen; CCRF-Adr cells, JC-1 efflux, flow cytometry; inhibition, % at 6.6 µM; 0.067% of 190,000 active; in the data active = inhibition above about 40%;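 note: 0% = vehicle and 100% = reference inhibitor; higher value means more JC-1 retained so stronger ABCB1 efflux block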
# Target sequence (P08183 whole entry, looked up): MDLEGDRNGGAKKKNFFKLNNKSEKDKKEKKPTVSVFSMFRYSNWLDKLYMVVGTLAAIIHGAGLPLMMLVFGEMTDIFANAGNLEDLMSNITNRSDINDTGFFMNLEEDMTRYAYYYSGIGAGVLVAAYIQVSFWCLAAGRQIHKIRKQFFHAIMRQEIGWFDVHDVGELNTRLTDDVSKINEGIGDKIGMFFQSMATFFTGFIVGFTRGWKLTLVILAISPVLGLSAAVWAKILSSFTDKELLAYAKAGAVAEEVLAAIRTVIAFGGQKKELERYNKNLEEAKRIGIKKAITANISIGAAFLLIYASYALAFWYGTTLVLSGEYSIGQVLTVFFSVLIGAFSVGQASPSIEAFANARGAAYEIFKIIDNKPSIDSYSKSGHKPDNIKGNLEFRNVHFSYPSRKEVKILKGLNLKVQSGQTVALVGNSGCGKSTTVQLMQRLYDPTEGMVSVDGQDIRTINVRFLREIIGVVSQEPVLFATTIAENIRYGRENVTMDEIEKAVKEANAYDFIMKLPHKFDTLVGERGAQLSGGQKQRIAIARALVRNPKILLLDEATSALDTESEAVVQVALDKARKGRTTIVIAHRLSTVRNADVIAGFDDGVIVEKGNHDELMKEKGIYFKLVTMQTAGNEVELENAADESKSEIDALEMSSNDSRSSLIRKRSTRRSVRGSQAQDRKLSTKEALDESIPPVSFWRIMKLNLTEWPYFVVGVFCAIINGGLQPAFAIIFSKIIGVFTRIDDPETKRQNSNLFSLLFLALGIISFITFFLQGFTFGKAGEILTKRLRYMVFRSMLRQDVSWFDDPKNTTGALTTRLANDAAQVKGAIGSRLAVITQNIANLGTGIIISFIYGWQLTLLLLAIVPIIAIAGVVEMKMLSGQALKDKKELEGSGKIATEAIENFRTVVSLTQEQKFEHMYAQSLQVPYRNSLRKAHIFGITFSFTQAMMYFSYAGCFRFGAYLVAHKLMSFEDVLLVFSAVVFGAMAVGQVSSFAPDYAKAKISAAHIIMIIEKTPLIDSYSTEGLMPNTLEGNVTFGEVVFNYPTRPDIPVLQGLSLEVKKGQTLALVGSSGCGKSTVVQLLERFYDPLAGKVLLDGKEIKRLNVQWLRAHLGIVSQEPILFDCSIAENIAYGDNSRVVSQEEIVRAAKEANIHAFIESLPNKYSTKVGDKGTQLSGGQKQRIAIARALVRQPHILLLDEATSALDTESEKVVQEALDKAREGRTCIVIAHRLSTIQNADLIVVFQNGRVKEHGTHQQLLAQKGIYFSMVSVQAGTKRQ
# Avidin bead fluor = avidin bead compound fluorescence profile; Avidin beads, compound fluorescence 488/530 nm, flow cytometry; hits give high values; fluorescence (KMESF) at 10 µM; 0.38% of 220,000 active; AID 1775; in the data active = fluorescence above about 47; note: inactives centre near 10
# Rac1 wt GTP bind = human Rac1 wildtype GTP binding, inhibitors and activators | GST-Rac1 beads, fluorescent GTP binding, flow cytometry; actives lie on both sides; 0 = cold GTP competed, 100 = untreated | AID 757 | GTP binding activity (% of control), % at 10 µM | P63000 | 0.27% of 190,000 active;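 active = GTP binding activity at least 20 points away from the 100% control level, either lower or higher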
# HRas wt GTP bind = changes GTP binding to wildtype human HRas | P01112 | GST-Ras wt beads, Bodipy-FL-GTP binding, flow cytometry; actives lie on both sides | GTP binding activity, % at 10 µM | 0.14% of 190,000 active;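 active = GTP binding activity at least 20% away from the 100% baseline, either lowered as inhibitor or raised as activator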;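 note: 0% = unlabeled GTP competition control and 100% = no-compound control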
# ABCG2 inh = human ABCG2 inhibition, ABCB1 as counter-screen | Q9UNQ0 | IgMXP3 cells, JC-1 efflux, flow cytometry | inhibition, % at 6.6 µM | 0.1% of 190,000 active;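 active = inhibition above 80%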;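 note: 0% = DMSO and 100% = nicardipine control wells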
#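 Test system: IgMXP3 (ABCG2) plus far-red-tagged CCRF-Adr (ABCB1) cells. Reagent: JC-1 dye as substrate. Timing: 10 min exposure at 25 °C with rotation, no wash. Measured by: flow cytometric JC-1 green MFI at 530 nm. Read-out: percent efflux inhibition, scaled nicardipine 100% to DMSO 0%. Control set: nicardipine and DMSO wells.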
# Starred values were filed as active, the others as inactive; / = not tested or not shown.
mol	ABCG2 inh	GSH fluor	Rab7 wt modul	Rac1 act GTP bind	Avidin bead fluor	HRas wt GTP bind	Pf gametocyte	Cdc42 wt	Rab2A wt mod	Rac1 wt GTP bind	ABCB1 block
NS(=O)(=O)c1ccc(NC(=O)/C=C/c2ccco2)cc1	0	12	103	94	22	99	-11	95	98	96	0.1
CC(C)C(C(=O)Nc1ncn[nH]1)N1C(=O)c2ccccc2C1=O (stereo not drawn)	1	33	100	101	7	102	/	101	101	104	0.3
CCOc1ccccc1NC(=O)CN(c1ccc(C)cc1)S(=O)(=O)c1c(C)n[nH]c1C	16	12	99	99	20	101	1	99	101	102	1.4
Cc1cc(Nc2ccc3c(c2)OCCO3)n2nc(C)nc2n1	-2	20	102	98	8	100	/	102	101	104	-2.0
O=C(Nc1ccccc1N1CCOCC1)C1CCN(S(=O)(=O)c2ccc(F)cc2)CC1	6	9	101	100	14	101	9	103	101	103	0.3
CC(C)c1ccc(-c2cc(C(=O)NN3CCN(C)CC3)c3ccccc3n2)cc1	-2	16	102	99	2	102	22	102	100	105	0.9
CCOC(=O)C1CCN(CCC(=O)Nc2ccc(C)c(C)c2)CC1	2	14	101	96	14	97	4	99	99	99	-0.5
CCc1nnc(NC(=O)CSc2nnc(-c3c[nH]c4ccccc34)n2CCOC)s1	-5	13	99	99	4	97	7	101	99	102	-0.9
CC(C)(CO)NCC#Cc1ccccc1	8	10	104	98	9	98	-21	96	99	97	1.0
CC(C(=O)OCC(=O)c1ccccc1)N1C(=O)C2C3CCC(C3)C2C1=O (stereo not drawn)	5	22	96	97	6	97	6	94	98	102	-0.1
CCOc1cc(CNc2ccc(N3CCOCC3)cc2)cc(Br)c1OCC	8	22	100	94	6	99	/	99	97	104	1.0
CC(C)(C)c1ccc(-c2n[nH]c(=S)n2CCCN2CCOCC2)cc1	10	11	97	95	10	98	-21	95	95	100	1.0
COc1ccc2c(CC(=O)Nc3ccc(OC)c(NS(=O)(=O)c4ccc(F)cc4)c3)coc2c1	5	23	100	99	17	102	0	102	101	102	1.3
COc1cc(OC)cc(C(=O)NCC(=O)OCC(=O)N2CCc3ccccc32)c1	0	17	102	93	12	98	18	92	96	99	-0.4
CCOC(=O)C1=C(N)OC2=C(C(=O)CC(C)(C)C2)C1c1ccccc1OC (stereo not drawn)	1	13	104	91	12	97	-17	92	97	97	0.6
CN(C)S(=O)(=O)c1cccc(NC(=O)COC(=O)c2ccc(Br)o2)c1	3	15	104	101	30	107	/	107	104	105	0.1
CCc1ccc(/C=C2\SC(=S)N(CCCC(=O)Nc3ccccn3)C2=O)cc1	8	16	98	96	15	98	/	97	97	99	2.4
COc1ccc(OC)c(/C=N/NC(=O)c2csc3ccccc23)c1	-1	14	103	98	29	103	-8	103	102	101	-0.2
COc1ccc(CN=C2NN=C(c3ccc(Cl)cc3)CS2)cc1	1	12	98	93	19	98	0	94	96	99	0.1
O=C1C=C(c2ccc(Cl)cc2)C(=O)N1Nc1ccccc1	4	11	98	98	8	98	4	99	99	99	0.5
CC(C)(C)c1ccc(OCC(=O)NCc2ccco2)c(Br)c1	19	37	97	100	14	100	0	101	100	104	-0.3
COC(=O)Nc1ccc(C)cc1NC(=O)OC	3	16	103	102	11	107	5	107	106	104	0.7
CNc1ccc(Br)cc(C(=O)/C=C/c2cccc(OC)c2)c1=O	0	10	94	90	18	95	-24	94	93	98	-0.1
Cc1ccc(C)c(NC(=O)Cn2nnc(C(=O)Nc3c(C)cccc3C)c2N)c1	1	24	100	101	8	101	/	104	100	104	0.3
O=C(N/N=C/c1ccc(OC(F)F)cc1)c1ccc(Br)cc1	10	9	103	98	3	100	11	102	99	104	0.3
OCC1CCCN(C(=S)Nc2ccc(Nc3ccccc3)cc2)C1 (stereo not drawn)	12	23	97	96	12	98	-1	99	98	102	0.8
COCCCNCCOc1ccc(C)cc1[N+](=O)[O-]	4	3	100	100	15	101	7	103	99	108	0.3
c1ccc(N(c2ccccc2)c2nc(-n3ccnc3)nc(-n3ccnc3)n2)cc1	28	43	99	99	/	99	6	99	99	108	2.8
c1ccn2cc(CSc3nnc4ccccn34)nc2c1	6	35	102	101	13	102	-5	102	102	108	0.5
COc1ccc(C2c3c(-c4cc(Cl)c(C)cc4O)n[nH]c3C(=O)N2Cc2cccnc2)cc1OC (stereo not drawn)	1	78	98	96	1	97	-18	100	97	98	0.5
COc1ccccc1CNC(=O)c1ccc(C)s1	15	22	102	96	5	99	13	99	100	101	1.1
Cc1ccc2c(c1)nnn2C1CCN(CC(=O)NCCc2ccccc2)CC1	4	24	98	101	6	101	11	103	101	102	1.0
CC1(C)NC(=O)N(CC(O)CN2CCOCC2)C1=O (stereo not drawn)	6	59	99	97	8	100	-2	103	100	100	0.7
CCOC(=O)C(C)Oc1cccc2c(=O)n(CC(=O)NCc3ccc4c(c3)OCO4)ccc12 (stereo not drawn)	0	22	102	99	9	99	/	96	99	104	0.1
O=C(COC(=O)c1ccccc1Cc1ccccc1)Nc1ccc(SC(F)F)cc1	/	11	98	99	6	99	-3	98	99	99	9.6
COC(=O)COc1ccc2oc(=O)cc(C)c2c1	5	26	98	99	12	100	-55	101	99	97	0.2
Cc1c(C(=O)N2CCCCC2)sc(NC(=O)C2CC2)c1C#N	0	33	93	91	7	95	-22	93	94	93	0.4
Cn1c(SCC(=O)N2CCOCC2)nnc1-c1cnccn1	1	24	99	101	11	103	0	102	102	102	0.5
O=C(/C=C/c1ccccc1[N+](=O)[O-])c1ccccc1Br	50	15	101	95	10	96	-14	93	94	96	1.9
CCOc1ccc(-n2cc(C(=O)NC(C)C)c3cc(OC)c(OC)cc3c2=O)cc1	6	4	98	102	9	102	/	106	100	108	1.2
O=C1N(CN2C(=O)C3(OCCO3)c3ccccc32)c2ccccc2C12OCCO2	3	40	96	94	9	98	17	99	95	92	1.4
CCC(=O)Oc1ccc(/C(CC)=C(\CC)c2ccc(OC(=O)CC)cc2)cc1	4	20	93	98	7	98	/	102	99	99	1.1
COc1ccc(S(=O)(=O)N2Cc3ccccc3CC2C(=O)O)cc1OC (stereo not drawn)	0	19	103	97	8	99	/	102	99	105	-2.3
CCn1c(NCc2ccccc2Cl)nc2ccccc21	1	17	98	98	20	104	/	106	102	106	0.5
CCc1nnc2sc(-c3cc(-c4ccccc4)nc4ccccc34)nn12	3	33	96	92	5	94	/	92	91	92	0.4
Cc1[nH]n(-c2cccc3ccccc23)c(=O)c1/C=N/NC(=O)c1cccc([N+](=O)[O-])c1	-1	11	96	93	5	94	-20	97	92	96	-0.5
CC1CC(C)CN(C(=O)COc2ccc(-c3nnco3)cc2)C1 (stereo not drawn)	2	11	104	100	23	105	-3	110	105	107	0.3
O=C(NNS(=O)(=O)c1ccc2ccccc2c1)NC1CCCCC1	5	8	100	100	11	97	/	94	97	100	0.5
CCOC(=O)C1(Cc2cccc(OC)c2)CCN(Cc2ccc(C)s2)CC1	1	10	103	93	2	98	-24	95	96	96	3.3
Clc1ccc(C[n+]2csc3ccccc32)cc1	5	10	97	96	2	98	7	98	94	98	1.5

# Already shown: an excerpt of the list.
mol	ABCG2 inh	GSH fluor	Rab7 wt modul	Rac1 act GTP bind	Avidin bead fluor	HRas wt GTP bind	Pf gametocyte	Cdc42 wt	Rab2A wt mod	Rac1 wt GTP bind	ABCB1 block
CCOC(=O)C1(Cc2cccc(OC)c2)CCN(Cc2ccc(C)s2)CC1	1	10	103	93	2	98	-24	95	96	96	3.3
Clc1ccc(C[n+]2csc3ccccc32)cc1	5	10	97	96	2	98	7	98	94	98	1.5

# Additional structures follow.
mol	ABCG2 inh	GSH fluor	Rab7 wt modul	Rac1 act GTP bind	Avidin bead fluor	HRas wt GTP bind	Pf gametocyte	Cdc42 wt	Rab2A wt mod	Rac1 wt GTP bind	ABCB1 block
O=C(CCCN1C(=O)c2ccccc2C1=O)Nc1ccc2c(c1)OCCO2	18	11	105	93	9	97	4	95	99	96	4.2
CC1(C)Cc2c(C#N)c(NCc3ccco3)nc(-c3ccco3)c2CO1	1	21	105	102	15	111	/	110	110	106	0.4
CSc1ccc(N2CCN(CCCNC(=O)Nc3ccccc3F)CC2)cc1	23	36	101	99	12	103	3	103	103	108	1.2
CC(C)Sc1nnc(CNC(=O)C23CC4CC(CC(C4)C2)C3)n1Cc1ccccc1	-3	9	101	99	7	101	-12	101	98	105	1.6
Cc1cccc(-c2nc(CS(=O)CC(=O)N3CCc4ccccc4C3)c(C)o2)c1 (stereo not drawn)	2	24	94	93	6	94	/	95	96	96	-0.3
COc1ccc(N2C(=O)c3ccc(C(=O)OC(C)C)cc3C2=O)cc1	-1	14	101	100	6	103	/	99	101	102	-0.6
Cc1ccc(-c2nnn(CC(=O)N(c3ccccc3F)C(C(=O)NC3CCCC3)c3ccco3)n2)o1 (stereo not drawn)	4	25	101	100	32	100	/	100	99	102	2.1
CN(C)C(=O)c1cc(Cl)ccc1Sc1cc(Cl)ccc1Cl	37	30	99	99	24	101	-5	104	101	104	1.2
COc1ccc(C2=NOC(C(=O)N3CCOCC3)C2)cc1OC (stereo not drawn)	7	11	99	100	22	103	/	105	99	106	0.4
CC1Cc2ccccc2N1C(=O)CO/N=C/c1ccccc1OC(F)F (stereo not drawn)	1	19	98	100	7	100	/	102	99	105	0.4
CCOC(=O)c1c(N)sc(C(=O)Nc2ccc3c(c2)OCO3)c1C	5	39	101	99	1	100	/	99	100	105	0.7
C/C(NC(=O)c1cccc(F)c1)=C1/C(=O)C[C@@H]2[C@H]1C2(C)C	4	12	99	98	24	102	/	102	102	105	0.4
CC(=O)NC(c1ccc([N+](=O)[O-])cc1)c1c(O)ccc2ccccc12 (stereo not drawn)	12	12	109	94	10	101	-3	99	103	101	1.2
O=C(N/N=C/c1cn(-c2ccccc2)nc1-c1cccnc1)c1ccc(F)cc1	4	13	106	95	8	100	7	100	101	99	1.7
CC(C1CC2CCC1C2)n1c(COc2ccccc2F)nnc1SCC(N)=O (stereo not drawn)	1	20	104	100	8	104	-8	101	104	102	0.6
CCC(C(=O)NCc1ccc(OC)cc1)n1nc(C)n2c(cc3occc32)c1=O (stereo not drawn)	-1	29	97	97	/	97	/	100	99	101	0.0
